GLS inh = glutaminase GLS (human) inhibition | O94925 | GLS enzymatic activity, qHTS titration | Potency, µM (top dose mostly 45.5 µM), for inactives: top-dose activity change, negative = inhibition, usual class: inhibitors | 410,000 tested, 0.21% active | AID 624170; note: potency is the fitted concentration of half-maximal effect; % is set by controls: 0 for no effect and ±100 for the full control effect
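Enzyme dispensed in phosphate buffer (45 mM, pH 8.2, 0.02% Tween-20), compounds pinned in, then 1 mM L-glutamine solution and the glutamate oxidase–HRP–Amplex Red mix added; fluorescence read immediately and again after 30 min at room temperature.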
BAZ2B block = inhibitors of human BAZ2B bromodomain | Q9UIF8 | AlphaScreen BAZ2B-H3K14Ac peptide displacement | Potency, µM (series often up to 114 µM), inactives show at the highest dose activity change, negative = inhibition, most hits filed as inhibitors | 360,000 tested, 4.4% active | AID 504333; note: potency is the fitted concentration of half-maximal effect; % is set by controls: 0 for no effect and ±100 for the full control effect; nearly all actives have a fitted effect of over 60% in size
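BAZ2B (50 nM) with biotin-H3(5-23)K14Ac peptide (50 nM) in PBS pH 7.4, 0.01% Tween-20, preformed 30 min, then compound 30 min at room temperature; top concentration 110uM. AlphaScreen streptavidin donor/nickel chelate acceptor beads (10 ug/mL final), 20 min dark, signal read.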
ERG Ets-DNA blk = ERG Ets/DNA interaction inhibition; fluorescence polarization, His-ERG Ets domain / labelled DNA; Potency, µM (doses to about 76.9 µM), without a hit: at the top dose FP activity, negative = inhibition, hits mostly inhibitors; 370,000 tested, 0.028% active; active = well fitted inhibition curve with a large enough effect in the polarisation, with a control signal flat; inconclusive = small, poorly fitted or top-dose-only effect, or effect the other way, or a change in a side signal; inactive = no such curve, though single readings can be large or run the other way; the % refers to the polarisation;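 note: polarization taken with two DNA probes labelled with fluorescein and Texas red; potency is the fitted concentration of half-maximal effect; % of control where 0% means no effect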
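His-tagged ERG Ets domain (1 uM in the protein solution; 300mM KCl, 50mM Tris-HCl, 1mM EDTA, 1mM DTT, pH 7.5) received compound, then a probe mix of 5 nM fluorescein-DNA and 100nM Texas-615-DNA. Fluorescence polarization was read for both dyes.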
12-LOX inh = blocks human arachidonate 12S-lipoxygenase | P18054 | purified 12hLO, xylenol orange hydroperoxide absorbance | Potency, µM (doses to about 108 µM), inactives show top-dose activity change, negative = inhibition, usual class: inhibitors | 580,000 tested, 1.1% active; note: potency is the fitted concentration of half-maximal effect; % is set by controls: 0 for no effect and ±100 for the full control effect
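Purified human 12hLO at 150 nM in 25 mM Hepes, 0.01% Triton X-100, pH 7.0, preincubated 15 min at room temperature with compound. Reaction started with 40 uM arachidonic acid, 30 min at room temperature. Hydroperoxide measured by Fe-xylenol orange, 573/405 nm absorbance ratio.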
PI4K2A inh = inhibitors of human PI4K2A; Q9BTU6; purified PI4K2A, ADP-Glo luminescence, 1 h; active compounds read low; activity change, negative = inhibition, % at 76.9 µM; 420,000 tested, 0.13% active; in the data active = activity change below about -50%; inconclusive = mostly about -30% to -49%;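 note: -100% = wells without enzyme as full effect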
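In this quantitative HTS, ADP production by PI4K2A was quantified luminescently after 1 h at ambient temperature; 100 microM adenosine served as plate-quality control.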
G9a block = inhibitors of human histone lysine methyltransferase G9a; Q96KQ7; G9a H3K9 monomethylation, AlphaScreen, 2 h; Potency, µM (highest dose often 102 µM), without a hit: at the highest dose activity, negative = inhibition, usual class: inhibitors; 350,000 tested, 8.8% active; AID 504332; note: potency is the fitted concentration of half-maximal effect; % is set by controls: 0 for no effect and ±100 for the full control effect; nearly all actives have a fitted effect of over 75% in size
Target sequence (Q96KQ7 913-1193 limits assumed): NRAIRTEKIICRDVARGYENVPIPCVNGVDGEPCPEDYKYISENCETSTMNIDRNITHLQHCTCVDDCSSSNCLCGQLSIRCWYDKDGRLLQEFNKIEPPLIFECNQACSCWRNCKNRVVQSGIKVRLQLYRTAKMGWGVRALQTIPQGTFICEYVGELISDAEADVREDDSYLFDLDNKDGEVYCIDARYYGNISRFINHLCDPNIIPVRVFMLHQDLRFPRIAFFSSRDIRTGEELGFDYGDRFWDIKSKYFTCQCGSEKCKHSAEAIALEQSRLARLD
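Enzyme 20 nM + cpd, 15 min RT; add b-H3K9 pep 500 nM / SAM 20 uM; 2 h RT; anti-H3K9me1 Ab 0.5 ug/mL + SA donor / anti-rabbit acceptor beads 20 ug/mL each, 10 min; AlphaScreen read.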
HP1b binding inh = blocks HP1-beta chromodomain binding to methylated histone tails; AlphaScreen HP1-beta / biotin-H3K9me3 peptide binding; Potency, µM (doses to about 114 µM), without a hit: top-dose activity change, negative = inhibition, most hits filed as inhibitors; 390,000 tested, 0.56% active; AID 540317; note: potency is the fitted concentration of half-maximal effect; nearly all actives have a fitted effect of over 70% in size; inactives centre near 23
Target sequence (P83916 whole entry, looked up): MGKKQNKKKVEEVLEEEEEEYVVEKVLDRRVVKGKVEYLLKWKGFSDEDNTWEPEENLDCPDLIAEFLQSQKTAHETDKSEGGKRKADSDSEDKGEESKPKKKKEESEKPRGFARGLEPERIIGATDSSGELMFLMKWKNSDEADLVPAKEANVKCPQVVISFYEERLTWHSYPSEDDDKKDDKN
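AlphaScreen: HP1-beta (50 nM) preformed 30 min with biotin-H3(1-18)K9me3 peptide (50 nM) in PBS pH 7.4, 0.01% Tween-20. Compound added for 30 min at RT, then streptavidin donor/nickel chelate acceptor beads (10 ug/mL) for 30 min.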
RGS4 inhibitor = inhibitors of human regulator of G protein signaling 4; Transcreener GDP fluorescence polarization, RGS4-accelerated GTP hydrolysis; Potency, µM (top dose mostly 114 µM), inactives show at the highest dose activity change, negative = inhibition, actives largely listed as inhibitors; 390,000 tested, 0.039% active; AID 504845; note: potency is the fitted concentration of half-maximal effect; % is set by controls: 0 for no effect and ±100 for the full control effect; nearly all actives have a fitted effect of over 75% in size; some results filed as inactive show a strong effect at the top dose
Target sequence (P49798 whole entry, looked up): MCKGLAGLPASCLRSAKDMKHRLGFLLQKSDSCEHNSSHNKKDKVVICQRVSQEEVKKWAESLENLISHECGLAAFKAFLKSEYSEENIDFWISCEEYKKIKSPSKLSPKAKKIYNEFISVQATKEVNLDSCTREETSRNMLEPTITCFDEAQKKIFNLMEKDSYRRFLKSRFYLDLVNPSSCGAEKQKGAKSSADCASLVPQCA
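MLSMR compounds (23 nl, pin-transferred) preincubated 10 min at room temperature with a 500nM (2x) first reagent, then RGS4 at 900nM (2x) plus Transcreener GDP mix added; fluorescence polarization (620/688 nm) read before and after 90 min at 30 °C.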
JMJD2A Tudor = inhibitors of human JMJD2A Tudor domain. AlphaScreen JMJD2A-Tudor / H3K4me3 peptide binding. Potency, µM (highest dose often 114 µM), inactives show top-dose activity change, negative = inhibition, most hits filed as inhibitors. 390,000 tested, 4.4% active. AID 504339; note: potency is the fitted concentration of half-maximal effect; % is set by controls: 0 for no effect and ±100 for the full control effect; nearly all actives have a fitted effect of over 50% in size
Numbers without * were called inactive; ? = inconclusive; · = not tested or not shown; [ ] = dose if it differs, or a comment. Unless noted, calls come from the whole dose curve; as a rule, active = well fitted curve in the direction sought with a large enough effect; inconclusive = small, poorly fitted or top-dose-only effect, or another doubt; inactive = no such curve, though single readings can be large; an effect the other way counts as inactive or inconclusive. Only part of the results is shown; count on the stated rates, not on these rows.

The line under a structure holds: BAZ2B block, RGS4 inhibitor, G9a block, GLS inh, ERG Ets-DNA blk, 12-LOX inh, HP1b binding inh, PI4K2A inh, JMJD2A Tudor
1	Cc1ncc(CO)c2cc(C(=O)Nc3cccc(F)c3)c(=Nc3cccc(C(N)=O)c3)oc12
    -2%, -17%, 27%, -4%, 8%, 408%[activator], 33%, -5, -20%
2	CCCOc1ccc(N2C(=O)CC(NCCCN3CCC(C(N)=O)CC3)C2=O)cc1 (stereo not drawn)
    ·, -25%, ·, -12%, -7%, -32%, 78%[activator], 7, -3%
3	CN1C(=O)c2cccc3c(S(=O)(=O)Nc4ccc(O)c(C(=O)O)c4)ccc1c23
    -10%, 6%, ?, ?, 3%, ?, -10%, -3, -19%
4	CCCC(=O)N(CCc1ccccc1)Cc1nc2ccccc2c(=O)[nH]1
    ·, 0%, 10%[59 µM], 16%, 0%, 29%, -2%, -7, 6%
5	O=C1CCCN1Cc1ncnn1-c1ccccc1
    11%, -12%, 19%[59 µM], 7%, -4%, 1%, 28%, -10, 12%
6	Cc1cccc(NC(=O)C(C)Oc2ccc(C)nc2[N+](=O)[O-])c1 (stereo not drawn)
    ·, -11%, ·, 6%, 5%, ?, 20%, -3, -16%
7	COc1ccc(CCNCC(=O)Nc2c(C)cc(C)cc2C)cc1OC
    6%, -3%, ·, 3%, -10%, -15%, 87%[activator], -1, -9%
8	NS(=O)(=O)c1ccc(Sc2ccc3c(c2)CCC3)nc1
    4%, -30%, 12%, -33%, -25%, 12%, 14%, 1, -5%
9	CC(C)CC(=O)Nc1ccc(S(=O)(=O)Nc2cc3c(cc2N2CCOCC2)n(C)c(=O)c(=O)n3C)cc1
    -17%, -48%, ?, 10%, 0%, -29%, 31%, 4, -12%
10	COc1ccccc1NC(=O)c1cc(C(=O)Nc2ccccc2OC)n(C)n1
    ·, 17%, ·, -6%, 0%, 49%[activator], 45%[activator], 7, -4%
11	COCCCn1c(SCC(=O)Nc2ccccc2OC)nc2c(sc3ccccc32)c1=O
    -3%, -36%, -18%[59 µM], -12%, 16%, -6%, 44%[activator], -4, -23%
12	CCOC(=O)[C@H]1[C@H]2COc3ccc(Br)cc3[C@@H]2N2C(=O)CN(Cc3ccc(Cl)cc3)C(=O)[C@@]12C
    ·, -1%, ·, -5%, 4%, 1%, 26%, 1, -21%
13	O=C(CCC1CCCCC1)NNC(=O)NC12CC3CC(CC(C3)C1)C2
    26%, -20%, ?, 2%, 2%, 0%, 12%, 7, -5%
14	O=C(/C=C/c1ccccc1)N/C(=C/c1ccccc1)C(=O)N1CCCCC1
    8%, -22%, 13%, -2%, -7%, 0%, 7%, 11, -21%
15	Cc1cccc(-c2nc(CS(=O)CC(=O)NCC3CCCO3)c(C)o2)c1 (stereo not drawn)
    -14%, -20%, ?, -1%, -8%, 2%, 44%[activator], -2, -10%
16	Nc1ccc2nc3n(c(=O)c2c1)CCC3
    6%, 19%, -8%, 3%, 11%, 19%, 44%[activator], -8, -18%
17	O=C(NCc1ccc2c(c1)OCO2)c1cccs1
    -5%, -1%, 22%, 1%, 2%, 22%, 38%, 7, -5%
18	COc1cc(NC(=O)C/C(C)=N/NC(=O)C(=O)NCCO)c(OC)cc1Cl
    -4%, -34%, 4%, -20%, 16%, 56%[activator], 2%, 4, ?
19	Cc1ccc(N2C(=O)[C@@H]3C(c4cccnc4)=NO[C@@H]3C2=O)c(C)c1
    -4%, 24%, ?, -5%, 2%, 223%[activator], 29%, 1, -16%
20	CCCC(=O)c1cc(F)c(N2CCN(C(=O)OCC)CC2)cc1C
    8%, 15%, 21%[2.33 µM], -2%, -5%, 0%, 63%[activator], 5, 24%
21	CS(=O)(=O)N(CC(=O)N1CCN(c2ccccc2)CC1)c1ccc(Cl)c(C(F)(F)F)c1
    -8%, 10%, 15%, -2%, -2%, 0%, 1%, -4, -27%
22	CCOc1ccc(NS(=O)(=O)c2ccc(C(=O)N(C)Cc3cccc(OC)c3OC)cc2)cc1
    -27%, -6%, 18%, 17%, 4%, ?, -6%, -4, 89µM*
23	O=C(CN1CCC(C(=O)c2cccc(Cl)c2)CC1)Nc1ccc(C(=O)O)cc1
    -15%, -3%, -31%, -1%, 4%, -2%, 25%, 6, -18%
24	CC(=O)c1sc(NC(=O)c2ccc(F)cc2)nc1-c1ccccc1
    -3%, 5%, -3%, -1%, 6%, -12%, 39%[activator], 0, -5%
25	O=C1N(Cc2cccc(Cl)c2)C[C@@H]2C[C@@H](c3cccn3-c3ccccn3)N3CCC[C@@]123
    ?, 12%, ?, -2%, 7%, -9%, 20%, 17, -21%
26	CCOC(=O)c1c(C)[nH]c(C)c1S(=O)(=O)N(C)CC(=O)Nc1cccc(Cl)c1C
    -19%, 2%, -10%[59 µM], -7%, -1%, -29%, 19%, 2, -12%
27	CCN=C1SC(CC(=O)NC(N)=O)C(=O)N1CC (stereo not drawn)
    -8%, -11%, 4%[12.7 µM], -15%, 9%, -15%, 25%, 6, 2%
28	Cc1cc(NS(=O)(=O)c2ccc(CC(C)C)cc2)no1
    -28%, 10%, -6%[2.33 µM], -3%, 3%, 4%, 23%, 3, -6%
29	COc1ccc(-n2c(C)cc(C(=O)Cn3c(NCCO)nc4ccccc43)c2C)cc1
    50µM*, -45%, 50µM*, 30%[activator], -4%, -19%, ?, -4, ?
30	CN(CCOc1ccccc1)C(=O)c1cc([N+](=O)[O-])cc([N+](=O)[O-])c1
    -27%, 18%, ?, 63%[activator], 4%, -17%, -6%, -3, -29%
31	C(=N\c1nc2ccccc2n1Cc1ccccc1)/c1cccs1
    6%, -19%, ?, -4%, ·, 21%, -12%, 1, ?
32	CCOC(=O)c1sc(NC(=O)C(C)Sc2nc(-c3ccccc3)cc(C(F)(F)F)n2)c(C(=O)OC)c1C (stereo not drawn)
    0%, 31%, 1%[59 µM], 0%, 4%, -16%, 49%[activator], -3, -7%
33	c1ccc(N2CCN(Cc3cn4ccccc4n3)CC2)cc1
    -24%, -17%, ·, 26%, 4%, 1%, 59%[activator], 2, -16%
34	COc1ccc(N2CCN(C3CCCN(C(=O)CN4CCCC4=O)C3)CC2)cc1 (stereo not drawn)
    -3%[57.1 µM], 2%, 23%, 15%, 6%, -2%, 17%, -3, 0%
35	N=c1n(CCCOc2ccccc2Cl)c2ccccc2n1CC(N)=O
    -6%, -9%, 16%[59 µM], 0%, 4%, ?, 27%, 10, -8%
36	N#Cc1ccc(C23CC4(C2)[C@H](CN(P(=O)(c2ccccc2)c2ccccc2)[C@@H]4c2ccccc2)C3c2ccc(Cl)nc2)cc1 (stereo partly drawn)
    -10%, 4%, -4%[12.7 µM], -6%, 5%, ·, 5%, 5, ?
37	CCOC(=O)C1CCCN(C(=O)/C=C/c2ccc([N+](=O)[O-])cc2)C1 (stereo not drawn)
    -1%, 1%, 15%[59 µM], 2%, -6%, -8%, 26%, 3, -8%
38	FC(F)(F)c1cccc(NC(=S)NCc2ccccn2)c1
    -7%, -30%, -18%[59 µM], -1%, 6%, -19%, 27%, 5, -18%
39	O=C(NCCc1c[nH]c2ccccc12)c1ccc2c(c1)OCO2
    -27%, 15%, -2%, -6%, 2%, -24%, 1%, 5, -33%
40	CCS(=O)(=O)c1nc(S(=O)(=O)c2ccc(C)cc2)c(NCc2ccc(Cl)cc2)s1
    -8%, 7%, -4%[59 µM], 8%, 3%, -28%, 31%, 3, -5%
41	COc1ccccc1NS(=O)(=O)c1cc(N)ccc1N1CCCC1
    ·, ?, ·, ?, 1%, ?, 14µM*, -1, ?
42	CCOC(=O)c1c(S(=O)(=O)N2CCCC(C(=O)Nc3ccc(OCC)cc3)C2)c(C)n(C)c1C (stereo not drawn)
    1%, 3%, 3%[59 µM], 0%, 0%, -23%, -4%, 5, -15%
43	CC(OC(=O)C1=Cc2ccccc2OC1)C(=O)NCc1ccco1 (stereo not drawn)
    ·, -35%, 10%, 7%, -4%, 0%, 22%, 0, -12%
44	Cc1c(C(=O)CN2CCN(c3ccccc3)CC2)c2ccccc2n1C
    ?, -12%[56.9 µM], ?, 19%, -12%, ?, 50%[activator], 9, -30%
45	Cc1ccc(C)c(CN2C(=O)c3ccccc3S(=O)c3ccc(C(=O)N4CCN(c5ccccc5F)CC4)cc32)c1 (stereo not drawn)
    -22%, 12%, -31%[59 µM], -8%, 7%, ?, 6%, 1, -34%
46	CCNc1nc(SC(C)C(=O)Nc2ccccc2)nc(N(C)C)n1 (stereo not drawn)
    -16%, -16%, 14%[59 µM], 1%, 0%, -3%, 41%[activator], -5, -9%
47	Cc1cccc(-n2ncc3c2CCCC3NC(=O)CCc2cccnc2)c1C (stereo not drawn)
    17%, 9%, 75%[activator][59 µM], 5%, -1%, 10%, 27%, -4, -2%
48	CC(C)=CC(=O)OCC(=O)Nc1cccc([N+](=O)[O-])c1
    -5%, -21%, 16%, 4%, -5%, -21%, -2%, -3, -14%
49	COc1cc(/C=C/C(=O)NC2CCCCC2)cc(OC)c1OC
    0%, ?, 9%, -11%, -4%, -2%, -8%, 7, 5%[57.1 µM]
50	CCCCOc1ccc(S(=O)(=O)NC(=O)NCc2ccc(OCCC)cc2)cc1
    -3%, 7%, -10%[59 µM], 5%, ·, 22%, 36%, -3, -12%
51	COc1ccc(S(=O)(=O)Nc2cc(S(=O)(=O)c3ccccc3)c(O)cc2C)cc1
    -2%, 16%, ?, 42%[activator], 6%, -26%, 8%, -1, -10%
